Assay outcomes (PubChem)
Giardia FBPA inh = inhibitors of Giardia lamblia fructose-1,6-bisphosphate aldolase; 290,000 compounds, 0.71% hits; A8B2U2; purified Giardia FBPA; AID 2451; Potency, µM (titrated, usually from 59.6 µM), inactives show at the highest dose activity, negative = inhibition, hits mostly inhibitors; also: potency is read from the fitted curve at half-maximal effect; % is scaled to controls: 0 for no effect and ±100 for the full control effect; nearly all actives have a fitted effect of over 55% in size
Target sequence (A8B2U2 whole entry, looked up): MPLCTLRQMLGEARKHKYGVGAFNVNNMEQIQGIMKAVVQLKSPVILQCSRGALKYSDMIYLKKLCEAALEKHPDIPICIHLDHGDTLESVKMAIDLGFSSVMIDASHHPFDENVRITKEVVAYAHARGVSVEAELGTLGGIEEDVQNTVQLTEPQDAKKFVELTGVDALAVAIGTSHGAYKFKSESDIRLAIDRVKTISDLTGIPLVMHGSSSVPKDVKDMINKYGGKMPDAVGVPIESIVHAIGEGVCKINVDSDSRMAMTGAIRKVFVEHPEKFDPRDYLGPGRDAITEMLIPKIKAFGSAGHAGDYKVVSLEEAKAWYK
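Giardia FBPA (40 nM reagent) was preincubated 10 min at RT with compound (up to 57.5 uM final), then substrate plus GAPDH/TPI/NAD/arsenate coupling system with diaphorase/resazurin was added; resorufin fluorescence (525/598 nm) was read after 20 min.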
AMA1-RON2 inh = disrupts binding of P. falciparum AMA1 to RON2. AlphaScreen AMA1-biotinylated RON2 peptide binding. Potency, µM (highest dose often 58.2 µM), for the others: at the top dose activity change, negative = inhibition, actives largely listed as inhibitors. 360,000 compounds, 0.2% hits. AID 720542;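 also: potency is read from the fitted curve at half-maximal effect; 0% = vehicle wells and -100% = peptide control; nearly all actives have a fitted effect of over 45% in size; some results filed as inactive show a strong effect at the top dose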
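AMA1 (3D7) with his tag at 25 nM final met compounds first, then biotinylated RON2 peptide at 25 nM; detection used donor plus acceptor beads, 10 µg/mL apiece, read by AlphaScreen after 30 min at room temperature.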
Cycloheximide cs = affects cycloheximide protein synthesis inhibition readout, counter-screen. max response, %. 300,000 compounds, 12% hits. cell reporter, cycloheximide protein synthesis inhibition counterscreen; in the data active = max response mostly above about 13%, no sharp cut-off; inactive = mostly below about 14%; also: read at 38.3 µM for the half of the compounds with a filed dose; 0% is about no effect
Shiga toxin inh = blocks Shiga toxin action in Vero cells; 290,000 compounds, 9.2% hits; inhibition, % at 38.7 µM; Vero cells, Shiga toxin protein synthesis inhibition reporter; AID 2315; in the data active = inhibition mostly above about 28%, no sharp cut-off; inactive = mostly below about 43%; also: 0% is about no effect
HCMV antiviral = human cytomegalovirus inhibition. HFF cells, HCMV-luciferase reporter, 72 h; active compounds read low. activity change, negative = inhibition, % at 57.5 µM. 410,000 compounds, 4.5% hits. AID 1259415; in the data active = activity change below about -60%; inconclusive = no clear call, values can overlap the other calls; inactive = above about -39%; also: % is scaled to controls: 0 for no effect and ±100 for the full control effect
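Steps: HFFs plated, 16 h 37C; compounds added; HCMV-luciferase added to MOI 1 PFU/cell; 72 h 37C; OneGlo reagent, 5 min room temperature; luminescence read, normalized to controls.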
AmpC detergent = blocks E. coli AmpC beta-lactamase in detergent assay; P00811; AmpC hydrolysis of nitrocefin, absorbance 480 nm, 0.01% Triton; Potency, µM (series often up to 114 µM), inactives show at the highest dose activity change, negative = inhibition, most hits filed as inhibitors; 370,000 compounds, 0.041% hits; AID 485294;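 also: potency is read from the fitted curve at half-maximal effect; 0% = no-compound wells and -100% = no-enzyme wells; nearly all actives have a fitted effect of over 25% in size; some results filed as inactive show a strong effect at the top dose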
Target sequence (P00811 whole entry, looked up): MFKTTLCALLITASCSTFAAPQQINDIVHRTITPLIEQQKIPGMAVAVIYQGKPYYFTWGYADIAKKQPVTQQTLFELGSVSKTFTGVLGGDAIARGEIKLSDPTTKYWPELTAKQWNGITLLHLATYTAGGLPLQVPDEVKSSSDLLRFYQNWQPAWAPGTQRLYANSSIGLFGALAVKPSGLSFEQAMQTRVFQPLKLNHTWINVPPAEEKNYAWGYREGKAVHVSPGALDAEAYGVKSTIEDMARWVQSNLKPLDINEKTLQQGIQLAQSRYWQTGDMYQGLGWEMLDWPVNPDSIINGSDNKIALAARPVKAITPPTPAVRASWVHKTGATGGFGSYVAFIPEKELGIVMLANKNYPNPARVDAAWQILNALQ
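AmpC (5.3 nM in the dispensed reagent) in 20 mM phosphate pH 7.0 with 0.01% (detergent screen) or 0.0001% Triton X-100 was preincubated with compounds for 15 min at room temperature. Nitrocefin was then added from an 800 uM solution, and hydrolysis was followed at 480 nm.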
AmpC inh no detg = inhibitors of E. coli AmpC beta-lactamase without detergent. P00811. Potency, µM (highest dose often 57.1 µM), for inactives: at the highest dose activity change, negative = inhibition, hits mostly inhibitors. 330,000 compounds, 0.52% hits. AmpC nitrocefin hydrolysis, absorbance 480 nm, 0.0001% Triton;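 also: potency is read from the fitted curve at half-maximal effect; plate controls were no compound for no effect and no enzyme for full effect; nearly all actives have a fitted effect of over 20% in size; some results filed as inactive show a strong effect at the top dose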
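20 mM phosphate pH 7.0 + 0.01% (detergent screen) or 0.0001% Triton X-100; 5.3 nM AmpC reagent; cpd preinc 15 min RT; nitrocefin (800 uM stock) to start; A480 q20 s × 4 min; Activity was normalised to no-enzyme and no-compound control wells.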
Numbers without * were called inactive; [ ] = remark or other dose. Unless noted, calls follow the shape of the dose curve; as a rule, active = well fitted curve in the direction sought with a large enough effect; inconclusive = small, poorly fitted or top-dose-only effect, or another doubt; inactive = no such curve, though single readings can be large; an effect the other way counts as inactive or inconclusive. Outcome played no part in choosing rows, and some 16% of all compounds hit somewhere here.

Screening CC1(C)CC(=O)C/C(=N/NC(=O)COc2ccc(Cl)cc2Cl)C1 returned Giardia FBPA inh 0.6%, AMA1-RON2 inh 101.0%[activator], Cycloheximide cs -0.7, Shiga toxin inh 30.3, HCMV antiviral 14.4, AmpC detergent -5.3% and AmpC inh no detg -19.3%.
For O=C1CSC(c2cccc([N+](=O)[O-])c2)N1Cc1ccccc1 (stereo unspecified) the results were Giardia FBPA inh 2.0%, AMA1-RON2 inh -0.3%, Cycloheximide cs -2.4, Shiga toxin inh 13.0, HCMV antiviral -34.9, AmpC detergent -3.5% and AmpC inh no detg -4.2%.
Screening CCN1CCN(c2ncnc3c2sc2nc(N4CCOCC4)c4c(c23)CCC4)CC1 returned Giardia FBPA inh -0.5%, AMA1-RON2 inh 1.1%, Cycloheximide cs -4.8, Shiga toxin inh 22.1, HCMV antiviral 30.2, AmpC detergent 9.4% and AmpC inh no detg -3.3%.
For COc1ccc(CSCC(=O)Nc2ccc(S(=O)(=O)N3CCCCCC3)cc2)cc1 the results were Giardia FBPA inh -7.2%, AMA1-RON2 inh -2.9%, Cycloheximide cs -4.4, Shiga toxin inh -6.3, HCMV antiviral 0.2, AmpC detergent inconclusive and AmpC inh no detg -45.4%.
Screening CC(C)c1c(O)nc(SCC(=O)N2CCCCC2)[nH]c1=O returned Giardia FBPA inh 2.6%, AMA1-RON2 inh 3.6%, Cycloheximide cs -2.6, Shiga toxin inh 12.6, HCMV antiviral -3.9, AmpC detergent 4.7% and AmpC inh no detg -19.5%.
`COc1ccc(CNC(=O)c2ccc3c(=O)n(-c4ccccc4)c(=O)[nH]c3c2)cc1` gave Giardia FBPA inh 8.5%, AMA1-RON2 inh 19.3%, Cycloheximide cs -2.8, Shiga toxin inh 13.2, AmpC detergent 4.0% and AmpC inh no detg 27.0%.
Screening O=C(NCCC1=CCCCC1)C1CCCN(S(=O)(=O)c2ccc(F)cc2)C1 (stereo unspecified) returned Giardia FBPA inh 1.5%, AMA1-RON2 inh -6.2%, Cycloheximide cs -2.4, Shiga toxin inh -9.5, HCMV antiviral -8.1, AmpC detergent inconclusive and AmpC inh no detg -6.5%.
`O=c1[nH][nH]c2ccccc2c1=O` gave Giardia FBPA inh -13.1%, AMA1-RON2 inh -15.4%, Cycloheximide cs -2.8, Shiga toxin inh 10.4, HCMV antiviral 43.0, AmpC detergent 5.2% and AmpC inh no detg -23.0%.
O=C(NCc1ccc(F)cc1)C(=O)Nc1nc(C23CC4CC(CC(C4)C2)C3)cs1 was read as Giardia FBPA inh 20.5%, AMA1-RON2 inh 61.7%[activator], Cycloheximide cs 4.7, Shiga toxin inh -3.3, HCMV antiviral inconclusive, AmpC detergent 4.2% and AmpC inh no detg -34.1%.
Screening CCOc1ccc(N(CC(=O)NCc2ccco2)C(=O)CCC(=O)Nc2ccccn2)cc1 returned Giardia FBPA inh -3.2%, AMA1-RON2 inh -9.4%, Cycloheximide cs 1.3, Shiga toxin inh -2.7, HCMV antiviral 11.6, AmpC detergent -3.7% and AmpC inh no detg 24.9%.
`C(=N\N(Cc1ccccc1)c1ccccc1)/c1cccnc1` gave Giardia FBPA inh -6.3%, AMA1-RON2 inh -12.0%, Cycloheximide cs -6.2, Shiga toxin inh 25.7, HCMV antiviral 19.1, AmpC detergent -5.3% and AmpC inh no detg 39.0%.
`O=C(N/N=C/c1ccc2c(c1)OCO2)c1cccc2ccccc12` gave Giardia FBPA inh 11.5%, AMA1-RON2 inh 12.9%, Cycloheximide cs -0.6, Shiga toxin inh 18.6, HCMV antiviral -13.9, AmpC detergent 4.0% and AmpC inh no detg -10.9%.

Random excerpt: 3 entries already listed, in no set order.
`C(=N\N(Cc1ccccc1)c1ccccc1)/c1cccnc1` gave Giardia FBPA inh -6.3%, AMA1-RON2 inh -12.0%, Cycloheximide cs -6.2, Shiga toxin inh 25.7, HCMV antiviral 19.1, AmpC detergent -5.3% and AmpC inh no detg 39.0%.
Screening CCN1CCN(c2ncnc3c2sc2nc(N4CCOCC4)c4c(c23)CCC4)CC1 returned Giardia FBPA inh -0.5%, AMA1-RON2 inh 1.1%, Cycloheximide cs -4.8, Shiga toxin inh 22.1, HCMV antiviral 30.2, AmpC detergent 9.4% and AmpC inh no detg -3.3%.
Screening CC(C)c1c(O)nc(SCC(=O)N2CCCCC2)[nH]c1=O returned Giardia FBPA inh 2.6%, AMA1-RON2 inh 3.6%, Cycloheximide cs -2.6, Shiga toxin inh 12.6, HCMV antiviral -3.9, AmpC detergent 4.7% and AmpC inh no detg -19.5%.

(continued)
For Cc1ccc(NC(=O)CSc2ccc3nnc(-c4ccccn4)n3n2)cc1 the results were AMA1-RON2 inh -7.3%, Cycloheximide cs -2.1, Shiga toxin inh 4.8, HCMV antiviral -32.7, AmpC detergent -2.5% and AmpC inh no detg 17.5%.
For Cc1cc(-c2ccccc2C(=O)NC2CCCCC2)on1 the results were Giardia FBPA inh 4.6%, AMA1-RON2 inh -5.8%, Cycloheximide cs -0.7, Shiga toxin inh -10.2, HCMV antiviral inconclusive, AmpC detergent 4.1% and AmpC inh no detg -8.3%.
COC(=O)c1ccccc1N=Nc1c(N)[nH][nH]c1=O was read as Giardia FBPA inh 4.3%, AMA1-RON2 inh 81.6%[activator], Cycloheximide cs 4.1, Shiga toxin inh 15.8, HCMV antiviral -0.2, AmpC detergent 6.2% and AmpC inh no detg -15.9%.
C=CCOC(=O)c1ccccc1C(=O)OCC=C was read as AMA1-RON2 inh 7.2%, HCMV antiviral 22.1 and AmpC inh no detg -12.0%.
CCCCCc1nnc(NC(=O)c2cccc(S(=O)(=O)N3CCOCC3)c2)s1 was read as AMA1-RON2 inh -1.5%, HCMV antiviral inconclusive, AmpC detergent -1.6% and AmpC inh no detg 40.1%.
Screening CC1CCN(S(=O)(=O)c2ccc(C(=O)OCc3ccc4c(c3)OCO4)cc2)CC1 returned Giardia FBPA inh 1.8%, AMA1-RON2 inh 0.6%, Cycloheximide cs -1.6, Shiga toxin inh 8.2, HCMV antiviral -15.0, AmpC detergent 2.9% and AmpC inh no detg -15.1%.
COc1ccc(CC(=O)N(Cc2ccccc2)c2ccc(C)cc2)cc1S(=O)(=O)N1CCOCC1 was read as AMA1-RON2 inh 65.5%[activator], HCMV antiviral inconclusive, AmpC detergent -20.1% and AmpC inh no detg 199.9%[activator].
Screening CCC(CC)C(=O)c1c[nH]c(C(=O)NCc2ccccc2OC)c1 returned Giardia FBPA inh 4.1%, AMA1-RON2 inh -7.0%, Cycloheximide cs -0.3, Shiga toxin inh 6.1, HCMV antiviral 2.3, AmpC detergent -7.6% and AmpC inh no detg -44.8%.
CCC(=O)Nc1cccc(NC(=O)c2ccc(Br)cc2)c1 was read as Giardia FBPA inh 0.0%, AMA1-RON2 inh 8.3%, Cycloheximide cs 13.6*, Shiga toxin inh 0.0, HCMV antiviral 17.0, AmpC detergent -6.2% and AmpC inh no detg -0.6%.
For CCOc1ccc(NC2=C(OC)C(=O)c3ccccc3C2=O)cc1 the results were Giardia FBPA inh inconclusive, AMA1-RON2 inh 8.91µM*, Cycloheximide cs 20.4*, Shiga toxin inh 61.3*, HCMV antiviral 16.6, AmpC detergent -0.8% and AmpC inh no detg -21.0%.
For O=P(c1ccccc1)(c1ccccc1)C(c1ccccn1)P(=O)(c1ccccc1)c1ccccc1 the results were Giardia FBPA inh -2.6%, AMA1-RON2 inh -6.3%, Cycloheximide cs 1.3, Shiga toxin inh 8.1, HCMV antiviral 37.0, AmpC detergent -4.3% and AmpC inh no detg 52.0%.
Screening Cc1cccc(NCc2ccc(N(C)C)cc2)n1 returned Giardia FBPA inh 6.2%, AMA1-RON2 inh -54.2%, Cycloheximide cs 44.7*, Shiga toxin inh 90.8*, HCMV antiviral -0.7, AmpC detergent -4.5% and AmpC inh no detg -23.8%.
O=C(O)C1C2c3ccccc3C(c3ccccc32)C1C(=O)Nc1ccccc1 (stereo unspecified) was read as Giardia FBPA inh 21.4%, AMA1-RON2 inh -8.7%, Cycloheximide cs -1.0, Shiga toxin inh -9.4, HCMV antiviral -2.8, AmpC detergent -2.1% and AmpC inh no detg -29.3%.
For Nc1ncnc2c1ncn2[C@@H]1O[C@H](CN2CCCS2(=O)=O)[C@@H](O)[C@H]1O the results were AMA1-RON2 inh -4.1%, HCMV antiviral 13.6 and AmpC inh no detg -7.9%.
`Cn1cccc1C(=O)OCC(=O)NC1CCS(=O)(=O)C1` (stereo unspecified) gave Giardia FBPA inh 3.7%, AMA1-RON2 inh -6.1%, Cycloheximide cs 1.2, Shiga toxin inh -9.2, HCMV antiviral 107.1, AmpC detergent 9.6% and AmpC inh no detg 142.5%[activator].
`Cc1sc2nc3n(c(=O)c2c1C)CCCS3` gave Giardia FBPA inh 1.5%, AMA1-RON2 inh -0.4%, Cycloheximide cs 8.1, Shiga toxin inh 26.4, HCMV antiviral -3.8, AmpC detergent 3.5% and AmpC inh no detg -8.3%.
CCN1CCN(c2ccc(N=Cc3ccccc3O)cc2)CC1 was read as Giardia FBPA inh -1.6%, AMA1-RON2 inh -9.3%, Cycloheximide cs 7.8, Shiga toxin inh 29.5, HCMV antiviral 41.3, AmpC detergent 4.4% and AmpC inh no detg 2.8%.
CCN(C(=O)/C=C/c1ccc(OC)cc1)C1CCCCC1 was read as Giardia FBPA inh 3.7%, AMA1-RON2 inh 0.1%, Cycloheximide cs 11.8*, Shiga toxin inh 15.9, HCMV antiviral -9.9, AmpC detergent -2.9% and AmpC inh no detg 0.5%.
For Cc1ccc(S(=O)(=O)N2CCC(C(=O)N[C@H](C(=O)NC3CCS(=O)(=O)C3)C(C)C)CC2)cc1 (stereo partly specified) the results were Giardia FBPA inh -18.5%, AMA1-RON2 inh -2.2%, Cycloheximide cs 7.5, Shiga toxin inh 15.8, HCMV antiviral 25.8, AmpC detergent -1.8% and AmpC inh no detg -0.9%.
COc1ccc(S(=O)(=O)N(C)CC(=O)N2CCC(C(N)=O)CC2)cc1Cl was read as Giardia FBPA inh 3.7%, AMA1-RON2 inh -4.7%, Cycloheximide cs -2.0, Shiga toxin inh 6.8, HCMV antiviral -10.3, AmpC detergent 2.1% and AmpC inh no detg -7.5%.
Screening CC(C)(CO)NCC(=O)Nc1cc(C(F)(F)F)cc(NC(=O)CNC(C)(C)CO)c1Cl returned Giardia FBPA inh 3.8%, AMA1-RON2 inh 29.3%, Cycloheximide cs -4.3, Shiga toxin inh 17.2, HCMV antiviral 16.8, AmpC detergent 0.1% and AmpC inh no detg inconclusive.
